CHO-K1 Ca antag: counter-screen for M1 antagonists: effect in parental CHO-K1 cells | ATP-induced calcium, Fluo-8 fluorescence | inhibition, % at 3 µM | 360,000 tested, 0.6% active;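 active = inhibition above a per-plate cutoff, the plate's mean sample inhibition plus 3 SD, cut at about 24% in these data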;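 also: 0% = DMSO plus EC80 ATP and 100% = DMSO alone without ATP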
M1 PAM: human CHRM1 positive allosteric modulation. P11229. CHO-K1 hM1, Fluo-8 calcium fluorescence, ACh EC20; 0% = ACh EC20, 100% = maximal ACh. activation, % at 3 µM. 360,000 tested, 0.088% active. AID 588819; in the data active = activation above about 19%, passing the limit was not always enough
M1 ag parental: nonselective activator or artifact in parental CHO-K1 cells. 360,000 tested, 0.48% active. Fluo-8 calcium fluorescence; scaled to maximal ATP response, vehicle zero. activation, % at 3 µM; in the data active = activation above about 15%;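 also: untransfected CHO-K1 host cells lacking M1 receptor as counterscreen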
CHO parental Ca: counter-screen for OX1R antagonists: effect in parental CHO cells; inhibition, % at 5.6 µM; 330,000 tested, 0.63% active; AID 463079; parental CHO-K1, ATP-induced calcium, Fluo-8 fluorescence;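 active = inhibition above that plate's mean sample inhibition plus 3 SD, cut at about 26% in these data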;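 also: 0% = ATP-challenged DMSO wells and 100% = DMSO wells without ATP; some compounds past the cut are filed as inactive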
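Material: parental CHO cells / Compound: single nominal dose of 5.6 µM per compound / Signal: Fluo-8 fluorescence / Replicates: singlicate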
CHRM4 agonist: agonists of human muscarinic M4 receptor (CHRM4) | P08173 | CHO-K1 hM4/Gqi5, Fluo-8 calcium fluorescence; vehicle 0%, full acetylcholine response 100% | activation, % at 3 µM | 360,000 tested, 0.14% active | AID 624127;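 active = activation above the run mean over all test wells plus 3 SD, cut at about 32% in these data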;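 also: peak over basal fluorescence ratio per well then scaled between controls; 0% = DMSO wells and 100% = acetylcholine at EC100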
Target sequence (P08173 whole entry, looked up): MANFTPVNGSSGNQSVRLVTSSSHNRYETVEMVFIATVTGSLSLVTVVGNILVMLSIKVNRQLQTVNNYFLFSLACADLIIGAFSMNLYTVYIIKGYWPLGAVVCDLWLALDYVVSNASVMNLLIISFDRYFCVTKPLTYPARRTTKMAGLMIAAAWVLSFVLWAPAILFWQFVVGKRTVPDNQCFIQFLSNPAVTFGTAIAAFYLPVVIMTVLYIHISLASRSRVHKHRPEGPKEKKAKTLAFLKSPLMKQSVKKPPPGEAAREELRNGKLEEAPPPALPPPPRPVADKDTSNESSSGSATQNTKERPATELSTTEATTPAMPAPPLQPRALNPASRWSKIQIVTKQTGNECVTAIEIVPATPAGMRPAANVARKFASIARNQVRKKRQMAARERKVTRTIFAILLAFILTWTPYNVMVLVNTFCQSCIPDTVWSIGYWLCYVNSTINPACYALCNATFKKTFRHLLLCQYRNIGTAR
CHRM1 antagonist: antagonists of human M1 muscarinic receptor. 360,000 tested, 1.3% active. CHO-K1 hM1, Fluo-8 calcium fluorescence, ACh EC80 antagonist. inhibition, % at 3 µM. P11229. AID 588852;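 active = percent inhibition above its own plate's cutoff, namely the mean of that plate's compound wells plus 3 SD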;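 also: peak over basal fluorescence ratio during 140 s after agonist addition; 0% = ACh EC80 plus DMSO and 100% = DMSO alone without agonist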
OXTR potentiator: potentiators of human oxytocin receptor. activation, % at 3 µM. 320,000 tested, 0.061% active. P30559. CHO-OTR cells, Fluo-8 calcium fluorescence, potentiator mode; 0% = oxytocin EC15, 100% = EC100;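 active = activation above that plate's cutoff, the mean activation of tested compounds plus 3 SD, cut at about 6.6% in these data, passing the limit was not always enough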;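 also: 100% uses oxytocin at 75 nM as the full agonist control; some results filed as inactive read as strong as hits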
Target sequence (P30559 whole entry, looked up): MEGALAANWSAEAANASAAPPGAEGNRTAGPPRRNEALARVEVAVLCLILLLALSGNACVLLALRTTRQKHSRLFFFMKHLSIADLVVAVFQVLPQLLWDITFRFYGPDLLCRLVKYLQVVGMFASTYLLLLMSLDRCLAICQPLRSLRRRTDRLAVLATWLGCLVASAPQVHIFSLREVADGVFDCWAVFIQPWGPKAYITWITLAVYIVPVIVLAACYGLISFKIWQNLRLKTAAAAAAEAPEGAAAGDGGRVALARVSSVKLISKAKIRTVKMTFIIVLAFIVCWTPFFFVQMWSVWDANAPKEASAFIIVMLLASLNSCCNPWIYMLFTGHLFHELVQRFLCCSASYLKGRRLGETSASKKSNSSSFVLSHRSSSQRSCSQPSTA
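test system = CHO-OTR cells, human receptor | compound = single-point 3.0 µM | schedule = 6 min compound pre-incubation at room temperature, 100 s kinetic read | signal = Fluo-8 no-wash calcium dye fluorescence, excitation 470-495 nm, emission 515-575 nm | repeats = single well per compound, singlicate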
M4 antag: CHRM4 antagonism in calcium assay | P08173 | CHO-hM4 cells, ACh EC80, Fluo-8 calcium fluorescence | inhibition, % at 3 µM | 360,000 tested, 0.73% active;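 active = inhibition above its plate's cutoff, the mean inhibition of sample wells plus 3 SD, cut at about 27% in these data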;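 also: 0% = acetylcholine EC80 with DMSO and 100% = DMSO without agonist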
CHRM1 agonist: agonists of human M1 muscarinic receptor; CHO-K1 hM1, Fluo-8 calcium fluorescence, agonist mode; 0% DMSO, 100% acetylcholine EC100; activation, % at 3 µM; 360,000 tested, 0.33% active; AID 588814;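 active = activation above the run's mean compound activation plus 3 SD, cut at about 16% in these data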;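 also: peak over basal fluorescence ratio within a 140 s kinetic read after compound addition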
Numbers without * were called inactive; nt = not tested or not shown.

| mol | M1 ag parental | M1 PAM | CHO parental Ca | M4 antag | CHRM1 agonist | CHRM4 agonist | CHRM1 antagonist | CHO-K1 Ca antag | OXTR potentiator |
| --- | --- | --- | --- | --- | --- | --- | --- | --- | --- |
| N/C(=N\OC(=O)c1cccc(Cl)c1)c1ccccn1 | 1.7 | 5.8 | -7.3 | -4.4 | -1.2 | 2.5 | -3.7 | -5.2 | 0.1 |
| Cn1nnnc1SCC(=O)NC1CCCc2ccccc21 (stereo not drawn) | 0.7 | 10.8 | -2.4 | 1.4 | -5.3 | 0.2 | -7.8 | -11.8 | -1.0 |
| COc1ccc(OC)c(S(=O)(=O)NC(=O)C2(C)CCN2C(=O)c2ccco2)c1 (stereo not drawn) | 7.7 | 11.8 | nt | 1.1 | -1.2 | -0.1 | -13.2 | 5.9 | nt |
| COC(=O)c1ccc(-c2ncc(-c3cccc4ccccc34)o2)cc1 | -0.3 | 7.5 | -12.2 | -3.4 | -4.6 | 0.9 | -6.5 | 7.0 | -13.7 |
| Cc1ccc(C23CC4CC(CC(C(=O)N5CCOCC5)(C4)C2)C3)cc1 | 3.7 | -2.5 | -9.2 | 3.4 | -6.4 | 9.2 | -7.9 | -24.9 | -1.6 |
| CCCn1c(=O)c(C#N)cn(C2CC2)c1=O | 1.0 | 11.4 | -8.6 | -7.0 | 0.0 | -0.3 | -10.1 | -4.2 | -0.1 |
| COc1ccc(C2=NN(C(=O)CSc3cn(C)c4ccccc34)C(c3ccc(OC)cc3)C2)cc1 (stereo not drawn) | 1.0 | 2.0 | 11.2 | -2.7 | -4.2 | 1.1 | -1.2 | -3.5 | -3.6 |
| NC(=O)CSc1nc2c(sc3ccccc32)c(=O)n1CCCC(=O)NCC1CCCO1 (stereo not drawn) | 0.2 | 0.7 | -17.4 | 2.2 | -2.0 | 1.1 | 5.7 | -8.6 | -2.2 |
| COc1cc(C(=O)NC2CCN(Cc3nnnn3Cc3cccs3)CC2)cc(OC)c1OC | 1.0 | 10.8 | -2.8 | -6.0 | -6.6 | 0.2 | -7.0 | -1.4 | -5.6 |
| O=C(O)CC1SC(=Nc2cccc(C(F)(F)F)c2)NC1=O (stereo not drawn) | 0.5 | 8.7 | -2.9 | -6.5 | -3.4 | 0.6 | -13.1 | -10.9 | -5.0 |
| Nc1nc(-c2c(Cl)cccc2Cl)no1 | 0.0 | 3.6 | -15.9 | -3.6 | -1.4 | -0.3 | -3.9 | -0.3 | -8.1 |
| CCC(=O)N1CCc2cc(S(=O)(=O)NCCN3CCCCC3CC)ccc21 (stereo not drawn) | 0.1 | 1.6 | -14.9 | -5.9 | -6.8 | 0.3 | -12.6 | -8.2 | 0.2 |
| O=C(CCc1ccccc1)Nc1ccc2c(c1)OCCO2 | 1.1 | 5.9 | -18.2 | -11.3 | -3.3 | 2.2 | -31.0 | -9.4 | -1.4 |
| CN1CCCC(OC(=O)CCCC(=O)OC2CCCN(C)C2)C1 (stereo not drawn) | -0.2 | 11.7 | -2.9 | 2.8 | -2.8 | 0.3 | -13.6 | -10.8 | -11.8 |
| CN(C)/C(=N\S(=O)(=O)c1ccccc1)c1ccc([N+](=O)[O-])cc1 | 0.4 | 9.5 | -2.1 | -10.5 | -1.5 | 2.2 | -4.9 | -6.4 | -11.7 |
| Cc1cc2ccccc2cc1C(=O)c1ccccc1 | -0.5 | 27.6* | nt | -18.9 | -1.3 | -2.3 | -36.0 | -19.4 | nt |
| O=C(Nc1cccc2ncccc12)c1cc(Br)ccc1Cl | 1.1 | 6.3 | -26.5 | 1.7 | -1.2 | 3.8 | -5.2 | 11.8 | -2.4 |
| Cc1ccc(S(=O)(=O)CCC(=O)NCCc2ccc(Cl)cc2)cc1 | -0.5 | 10.6 | -17.6 | -2.0 | -2.7 | 0.9 | -11.9 | -3.4 | -7.7 |
| CCOc1nc(C)ccc1-c1noc(-c2ccco2)n1 | -0.7 | 2.4 | -13.9 | -6.5 | -3.9 | -1.3 | 0.7 | 1.8 | -1.1 |
| Cc1ccc2nc3c(c(N)c2c1)CCN3C | 0.2 | 3.2 | 6.1 | 0.9 | -8.6 | 0.6 | -5.0 | -5.4 | 0.0 |
| COc1ccc(-c2oc(=O)c3cc(OC)c(OC)cc3c2C#CCCO)cc1 | 1.1 | 3.2 | 0.3 | -4.2 | -9.7 | 3.0 | -9.4 | -17.3 | -5.8 |
| O=c1[nH]c2cc(Br)cnc2nc1/C=C(\O)c1ccc(F)cc1 | 0.3 | 2.2 | -1.0 | 0.6 | -0.6 | 1.1 | -6.7 | 0.5 | -5.5 |
| COc1cccc(C(NC(C)=O)c2nc(-c3cccc(F)c3)cs2)c1 (stereo not drawn) | 2.1 | 4.1 | nt | -10.4 | -1.8 | 4.5 | -4.6 | -10.4 | nt |
| CCOC(=O)C1=C(C)NC(C)=C(C(=O)OCC)C1C(=O)OCC(=O)c1ccc2c(c1)OCCO2 | 1.0 | 2.1 | -6.6 | 1.7 | -2.6 | 3.2 | 0.7 | 6.4 | -8.1 |
| COC(=O)c1cccc2c1-c1ccccc1/C2=N/O | 0.8 | 6.0 | -19.8 | -9.8 | -3.5 | 0.0 | -32.6 | -8.0 | -7.9 |
| Cc1cccc(C)c1NS(=O)(=O)c1c(C)[nH]c(=O)[nH]c1=O | 0.5 | 1.1 | 7.0 | 7.1 | -1.8 | 0.5 | 1.2 | 15.0 | 2.4 |
| Cc1c(C)n(C)c2ccc(C(=O)NCCCN3CCN(c4ccccc4F)CC3)cc12 | -1.0 | 4.0 | -38.5 | 1.8 | -5.9 | 0.7 | -18.0 | -8.0 | -2.3 |
| COc1ccc(CNCc2cccc(C)c2)cc1 | -0.1 | -0.4 | -15.6 | 10.8 | -8.1 | 0.7 | 0.6 | 16.3 | -10.7 |
| O=C1CCC/C=C\C[C@@H](CC(=O)N(CCO)Cc2ccccc2)C(=O)NCCO1 | 0.2 | 5.4 | 2.7 | 3.2 | -2.6 | 0.4 | -3.5 | -14.2 | -5.0 |
| NC(=O)c1c(NC(=O)c2cccnc2Cl)sc2c1CCCC2 | -0.4 | 6.7 | -12.2 | 5.9 | -7.0 | -1.1 | -6.7 | -4.4 | -0.9 |
| CC(=O)Nc1ccc2[nH]ccc2c1 | 0.5 | -9.1 | -3.1 | 3.9 | -1.1 | 1.0 | 9.0 | -9.7 | 0.9 |
| CCNC(=O)NC(=O)COC(=O)c1cccc(NS(=O)(=O)/C=C/c2ccccc2)c1 | 1.0 | 10.4 | -14.0 | 11.1 | -4.9 | 2.0 | -3.8 | -9.6 | -11.4 |
| CS(=O)(=O)Cc1nc2ccccc2oc1=O | 0.5 | -0.4 | 6.2 | -3.9 | -3.6 | 0.2 | -0.3 | -8.2 | -1.2 |
| O=C(COc1cc(F)ccc1[N+](=O)[O-])NCC1CCCO1 (stereo not drawn) | 1.9 | 2.7 | 0.4 | 9.2 | -4.4 | 0.8 | -5.5 | -17.2 | -1.9 |
| Cc1n[nH]c(=O)nc1N/N=C/c1ccco1 | 0.1 | 2.4 | 2.5 | 2.7 | -0.7 | 0.2 | -6.0 | -2.7 | -10.2 |
| CCCCN1C(=O)CC(Sc2ncccc2C(=O)O)C1=O (stereo not drawn) | 0.2 | 8.8 | 1.2 | -13.9 | -0.8 | 3.2 | -10.6 | -11.3 | -19.7 |
| Cc1cccc(Nc2ncnc(N)c2[N+](=O)[O-])n1 | 8.5 | -6.1 | 0.0 | 3.0 | -3.9 | 1.2 | 19.0 | 5.4 | -19.6 |
| CCCCn1nc(C(=O)N(CC)CC(=O)Nc2c(F)cccc2F)c2ccccc2c1=O | 2.4 | 3.6 | -21.3 | -13.0 | -0.9 | 9.2 | -6.9 | -14.3 | 4.0 |
| N#Cc1ccc(-c2ccc(OCC(=O)NCCc3ccccc3)cc2)cc1 | 7.6 | -13.0 | 5.4 | 2.1 | -5.6 | 7.3 | 23.2 | -2.6 | -9.7 |
| CN(C)C(=O)c1ccc2c(c1)C1C3CCC(C3)C1C(c1ccccc1)N2 (stereo not drawn) | 3.0 | 13.2 | -2.9 | -3.4 | -10.3 | -0.7 | -12.0 | -5.9 | -8.4 |
| CC(C)c1ccc(S(=O)(=O)N2CCN(C(=O)c3cc(-c4ccccc4)n[nH]3)CC2)cc1 | -0.3 | 1.8 | -10.1 | -3.6 | -1.1 | -0.1 | -8.0 | -5.4 | -15.9 |
| Cc1[nH]c2c(C)cccc2c1CC(=O)O | 0.7 | 2.5 | 9.2 | 4.8 | -7.5 | 0.9 | -2.9 | 0.6 | -4.4 |
| Nc1nc(C23CC4CC(CC(Cl)(C4)C2)C3)cs1 | 3.1 | 0.5 | -13.7 | -9.1 | -0.8 | 6.8 | -10.8 | -7.2 | -13.1 |
| CCc1noc(C)c1C(=O)NNC(=O)c1nn(CC)c(=O)c2ccccc12 | 0.6 | 5.5 | 6.5 | -3.8 | -3.0 | 0.6 | -4.1 | -0.4 | -0.8 |
| CN(CC(=O)Nc1cccc(F)c1)C(=O)CN1C(=O)NC2(CCCC2)C1=O | -0.1 | 13.5 | 0.9 | -13.0 | -2.8 | -0.1 | -6.6 | 1.4 | -4.2 |
| Cc1cc(C(F)(F)F)c2c(n1)sc1c(O)cc(=O)[nH]c12 | 0.4 | 2.1 | -5.5 | -0.9 | -5.6 | 1.1 | -5.9 | -14.9 | -3.9 |
| Nc1nc(Nc2cccc(F)c2)nc(NCc2ccco2)c1[N+](=O)[O-] | -0.2 | -2.0 | -16.3 | -4.3 | -1.6 | -1.3 | 9.8 | -2.7 | -3.4 |
| COc1ccc(CNc2nc3c(c(=O)[nH]c(=O)n3C)n2Cc2ccccc2C)cc1 | -0.2 | 7.4 | -15.7 | -9.1 | -5.4 | -0.5 | -8.4 | -9.1 | 5.0 |
| CCOC(=O)C(C)(C)NS(=O)(=O)c1ccc(Cl)c([N+](=O)[O-])c1 | 0.3 | 6.6 | -5.7 | -3.9 | -7.5 | 0.4 | -5.8 | -14.9 | 2.2 |
| COc1ccc(CN2CCN(Cc3cc4ccccc4o3)CC2CCO)cc1C (stereo not drawn) | 1.8 | 12.4 | -24.4 | -6.5 | -4.0 | 1.6 | -24.6 | -13.0 | -4.0 |
| CCN(CC)C(=O)Cn1cc(S(=O)(=O)CC(=O)Nc2ccc(F)cc2)c2ccccc21 | 0.9 | 4.3 | -12.0 | -1.1 | -2.4 | 1.3 | -5.7 | -8.9 | -4.6 |
| CCC(=O)Nc1c2c(nn1-c1cccc(Cl)c1)CSC2 | 0.0 | -1.0 | 2.4 | 8.1 | -4.5 | -0.3 | -0.5 | 1.8 | -3.3 |
| CCOC(=O)c1cc(/C(C)=N/OC(=O)c2ccc(Cl)cc2)on1 | 0.4 | 1.4 | -13.5 | 2.1 | -3.8 | 0.3 | 3.0 | -4.2 | -2.9 |
| O=C(/C=C/c1ccco1)Nc1ccccc1N1CCCCC1 | 0.2 | 9.3 | -40.3 | -5.9 | -10.5 | -0.9 | -9.3 | -11.6 | 2.3 |
| CCCCN(C(=O)c1c(C)noc1C)c1c(N)n(CCCC)c(=O)[nH]c1=O | 0.8 | 9.0 | -19.9 | 4.3 | -0.5 | 0.0 | -8.7 | -11.8 | -5.6 |
| O=C(c1n[nH]c(=O)c2ccccc12)N1CCN(c2ccccc2Cl)CC1 | 3.0 | 1.5 | -22.4 | 3.7 | -0.4 | 4.3 | -3.8 | -3.3 | -9.9 |

High-throughput results (PubChem)

Compounds were not picked by outcome; 2.9% or so of the library scored in one or more.
